PhoP GFP inhibition – Inhibition of PhoP regulon, Salmonella typhi GFP reporter cells, confirmation, 4 h (AID 1850); hit rate 0.33% among 310,000; Salmonella Typhi PhoP-promoter GFP reporter, fluorescence, 4 h; higher % means a stronger effect; inhibition, % at 50 µM; hits with a dose series show IC50 in µM; in the data active = a potency from the dose series; inconclusive = inhibition mostly from about 25% at the one dose, without a potency; inactive = the rest, 99 in 100 with inhibition below about 19%;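 also: 0% = induced wells with vehicle and 100% = uninduced wells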
VEEV TC-83 Vero – inhibitors of VEEV TC-83 cytopathic effect, confirmation, Vero cells (AID 588727); Vero cells, VEEV TC-83 cytopathic effect inhibition; higher % means a stronger effect; inhibition, % at 20 µM, or IC50 in µM where a hit was titrated; hit rate 0.13% among 350,000; in the data active = a potency from the dose series; inconclusive = inhibition mostly from about 14% at the one dose, without a potency; inactive = the rest, 99 in 100 with inhibition below about 12%; also: strong numbers were not always called active
influenza NS1A – NS1A inhibition, H1N1 influenza, cell based functional assay (AID 504329); hit rate 0.3% among 340,000; NS1A functional cell-based assay, percent inhibition; higher % means a stronger effect; inhibition, % at 12.5 µM; hits with a dose series show IC50 in µM; in the data active = a potency from the dose series; inconclusive = inhibition above about 27% without an active follow-up result; also: strong numbers were not always called active
M. tuberculosis HTS – M. tuberculosis growth inhibition, HTS (AID 449762); M. tuberculosis H37Rv growth inhibition, 7H9 media; higher % means a stronger effect; one-dose inhibition, % at 25 µM; IC50 in µM for titrated hits; hit rate 0.59% among 330,000; in the data active = a potency from the dose series; inconclusive = inhibition above about 70% without an active follow-up result;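 also: bacterial growth assessed after seven days of incubation; strong numbers were not always called active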
M. tuberculosis – growth inhibition of non-replicating M. tuberculosis (AID 488890) | Mycobacterium tuberculosis non-replicating, growth inhibition; higher % means a stronger effect | inhibition, % at 25 µM, or IC50 in µM where a hit was titrated | hit rate 0.39% among 320,000; in the data active = a potency from the dose series; inconclusive = inhibition mostly from about 82% at the one dose, without a potency; inactive = the rest, 99 in 100 with inhibition below about 76%;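 also: plate controls were DMSO cells for no effect and high antibiotic wells for full effect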
VEEV TC-83 Vero 10K pilot screen – second read-out of VEEV TC-83 Vero, no call of its own (marks repeat the call); inhibition, %; measured here: 10K pilot screen inhibition
Numbers without * were called inactive; i = inactive; ? = inconclusive; nt = not tested or not shown.

SMILES | PhoP GFP inhibition | VEEV TC-83 Vero | influenza NS1A | M. tuberculosis HTS | M. tuberculosis | others
O=C(O)c1ccc(NCc2ccc3c(c2)OCO3)cc1 | 4.1% | 0.2% | -2.6% | 1.8% | 15.0%
Nc1ccc2[nH]ncc2c1 | 1.8% | 0.3% | 4.6% | -0.5% | -0.2%
Cc1ccc(S(=O)(=O)N2CCN(C(C(=O)Nc3ccc(F)cc3)c3ccccc3)CC2)cc1 (stereo unspecified) | -9.2% | 9.1% | 4.1% | -4.4% | 45.0%
CCn1ncc(C2=NOC(C(=O)NCc3ccccc3)C2)c1C (stereo unspecified) | 3.1% | 1.7% | -0.7% | -0.7% | -13.7%
CCCCc1ccc(NC(=S)N2CCN(C)CC2)cc1 | -2.8% | 1.2% | -3.1% | -0.6% | 66.2%
Cc1cccc(C(=O)OC(C)CN2C(C)CCCC2C)c1 (stereo unspecified) | -11.9% | 0.4% | -8.2% | 9.0% | -10.1%
O=C(CCSc1nnc(-c2ccco2)o1)Nc1ccc(F)cc1 | 5.6% | 0.8% | -1.6% | ? | ?
CCN(CC)CCNC(=O)c1cc(Br)c(N)cc1OC | -7.5% | 0.2% | -3.1% | 0.9% | 5.0%
Cc1ccccc1OCC(=O)NC(=S)Nc1ccc2c3c(cccc13)CC2 | -3.7% | 0.6% | 22.5% | 3.4% | -12.3%
O=C(CCNC(=O)c1ccc(Cl)cc1)Nc1ccccc1Cl | -17.6% | 0.5% | -3.3% | -3.0% | 70.4%
CN(C)CCCNS(=O)(=O)c1ccc(Cl)s1 | 5.5% | 0.8% | -6.0% | -1.0% | -23.5%
O=c1c(-c2ccc3c(c2)OCCO3)coc2c(CN3CCOCC3)c(O)ccc12 | 3.5% | 2.5% | -5.2% | -9.0% | 7.9%
CC(C)(C)SC(C(=O)N1CCOCC1)c1ccc(Br)cc1 (stereo unspecified) | -2.8% | 0.4% | -11.6% | 3.9% | 11.2%
O=C(Nc1ccc(S(=O)(=O)Nc2ncccn2)cc1)C1CC(=O)N(c2ccccc2)C1 (stereo unspecified) | nt | 5.2% | -10.7% | nt | nt
CCCCC(=O)c1c(O)c2ccccc2oc1=O | 1.9% | 0.9% | 0.9% | 12.6% | ?

Reprinted from above, two compounds:
SMILES | PhoP GFP inhibition | VEEV TC-83 Vero | influenza NS1A | M. tuberculosis HTS | M. tuberculosis | others
O=C(Nc1ccc(S(=O)(=O)Nc2ncccn2)cc1)C1CC(=O)N(c2ccccc2)C1 (stereo unspecified) | nt | 5.2% | -10.7% | nt | nt
CCCCC(=O)c1c(O)c2ccccc2oc1=O | 1.9% | 0.9% | 0.9% | 12.6% | ?

Next section
SMILES | PhoP GFP inhibition | VEEV TC-83 Vero | influenza NS1A | M. tuberculosis HTS | M. tuberculosis | others
CC(NC(=O)Nc1nnc(C(F)(F)F)s1)(C(F)(F)F)C(F)(F)F | -2.3% | i | -2.0% | ? | ?
O=C(CSc1nnc(-c2ccncc2)n1Cc1ccccc1)NCCc1ccccc1 | -3.0% | 1.1% | -11.7% | -2.3% | 13.9%
CN(Cc1ccccc1)C(=O)c1ccc(NC(=O)Cc2ccc(NC(=O)C3CCN(S(=O)(=O)c4cccc([N+](=O)[O-])c4)CC3)cc2)cc1 | nt | i | -13.2% | nt | nt
O=C(Nc1cccc2c1C(=O)NC2=O)c1ccc(N2C(=O)CCC2=O)cc1 | -27.9% | 1.1% | 3.0% | 3.4% | -1.7%
O=C(CCCO)N/N=C/c1cc(Br)ccc1O | -7.8% | 0.3% | 0.5% | -3.6% | 25.7%
COc1ccccc1OCCn1cc(C#N)c2ccccc21 | -2.7% | 0.7% | -5.8% | -2.2% | 28.1%
Cc1c(CN(C)C(=O)CSc2nc(-c3ccco3)cc(C(F)(F)F)n2)cnn1C | 3.0% | 0.6% | 7.5% | 1.6% | 6.6%
Cc1[nH]ccc(=O)c1OCC(=O)O | 3.4% | 0.5% | -2.6% | -6.0% | nt
CCOc1ccc(S(=O)(=O)Nc2nc3cc(OC)ccc3s2)cc1 | 14.8% | 3.6% | 1.7% | -13.5% | -0.8%
O=C(Cc1ccc(Cl)cc1)OCC(=O)N1CCCCCC1 | nt | 1.7% | -14.2% | 7.5% | 56.6%
Cc1cc(NC(=O)c2c(F)cccc2Cl)n(-c2nc3ccccc3[nH]2)n1 | -29.3% | 8.3% | -17.7% | 2.9% | 47.4%
O=C(CCCOc1ccccc1)Nc1ccc(Cl)cn1 | -1.1% | 0.5% | 8.5% | 24.2% | ? | VEEV TC-83 Vero 10K pilot screen=0.0
CC(=O)NCCn1c(SCC(=O)c2ccc(Cl)cc2)nc2ccccc2c1=O | -2.2% | i | -3.6% | 2.5% | 13.5% | VEEV TC-83 Vero 10K pilot screen=0.8
Cc1ccc(S(=O)(=O)n2cnc3ccccc32)cc1[N+](=O)[O-] | -18.7% | 0.1% | -3.8% | 15.3% | -8.3%
O=C1NCCN1C(=O)c1cccc(Cl)c1 | 5.5% | 1.7% | 2.9% | -5.1% | -5.7%
CCOc1ccc(C(=S)N2CCCC2)cc1OC | 1.8% | 0.8% | -3.1% | 2.0% | 26.5%
COc1ccc(Nc2nccc(-c3ccc([N+](=O)[O-])cc3)n2)cc1 | -15.7% | i | 4.9% | 1.0% | -13.9%
CCNC(=O)NC(=O)C(C)OC(=O)CCCc1nc2ccccc2s1 (stereo unspecified) | 3.2% | 4.2% | 0.7% | 6.9% | nt
OCC1(Cc2ccc(Cl)cc2)CCN(Cc2ccc(F)c(F)c2)CC1 | 1.8% | 0.0% | -1.4% | 11.6% | 34.1%
CCc1cc(=O)oc2cc(C)cc(OCC(=O)C(C)(C)C)c12 | 5.5% | i | -0.2% | 10.6% | 10.7%
Cc1oc2cc3oc(=O)c(CCC(=O)NCc4ccccn4)c(C)c3cc2c1C | 11.7% | 4.5% | -6.1% | -6.0% | 30.5%
CC1(C)CC(=O)N(c2cccc(C(F)(F)F)c2)C(=O)C1 | -0.9% | 1.1% | 20.7% | 2.9% | 15.2%
COc1ccc(-c2ccc(-c3noc(-c4ccccc4C)n3)c(OC)n2)cc1 | -5.5% | 1.9% | -11.0% | 54.5% | -10.2%
O=C(O)c1ccccc1C(=O)Nc1ccc(-n2nc(C(F)(F)F)cc2C(F)(F)F)cc1 | -27.4% | i | nt | 7.2% | -6.0%
O=c1c2cnn(-c3ccccc3)c2ncn1CCc1ccccc1 | 24.9% | 0.4% | -0.6% | 1.7% | -2.3%
COc1ccc(-c2cc(=O)oc3cc(OCC(=O)N4C[C@H]5C[C@@H](C4)c4cccc(=O)n4C5)ccc23)cc1 | 11.3% | 0.5% | 0.1% | -4.6% | 3.6%
O=C1CCCc2c1[nH]c1ccc(Br)cc21 | 1.4% | 3.6% | -4.7% | 0.3% | -7.7%
CCOc1ccc(C(=O)N2CCN(C(=O)c3ccco3)CC2)cc1OCC | -4.1% | 0.6% | 7.5% | 3.6% | -8.9%
COc1ccc(C(=O)NNC(=O)Nc2ccc(C)cc2)cc1 | -4.6% | 0.6% | 6.4% | -5.8% | 6.7%
O=C(NCc1cccnc1)c1ccc(COc2ccccc2Cl)o1 | 2.7% | i | -4.0% | -2.6% | 54.2%
COCCOCC(O)CN1CCN(c2ccccc2)CC1 (stereo unspecified) | 0.1% | i | -0.3% | 4.3% | 3.3%
COC(=O)c1ccccc1NC(=O)Cn1cnc([N+](=O)[O-])c1 | -7.5% | 0.7% | 2.5% | -0.5% | -9.6%
O=C(Nc1ccc2c(c1)OCO2)C1CC1(Cl)Cl (stereo unspecified) | nt | 6.6% | -6.1% | -8.0% | 9.9%
Cc1nn2c(-c3ccc(S(=O)(=O)N4CCN(CCO)CC4)o3)nnc2c2ccccc12 | -6.2% | 1.7% | 5.5% | -1.9% | -0.9%
Cc1ccc2cc(C3CC(c4cccs4)=NN3S(C)(=O)=O)c(Cl)nc2c1 (stereo unspecified) | 8.5% | 0.5% | -6.5% | -1.8% | -5.8%
Cc1ccc(C)c(NC(=O)c2cc(-c3ccccc3O)n[nH]2)c1 | -0.5% | 0.7% | -3.4% | 3.7% | -6.6%
N#Cc1ccccc1Sc1ccccc1C(=O)NCC(c1ccco1)N1CCCCC1 (stereo unspecified) | nt | 2.2% | -8.6% | -6.0% | 44.5%
CC(=O)c1ccc(NC(=O)Cn2cnc(S(=O)(=O)N3CCC(C)CC3)c2)cc1 | -0.7% | 3.2% | 2.1% | 2.2% | -0.1%
O=C(Nc1ccc(N2CCOCC2)cc1)Nc1ccc2nc(-c3ccco3)c(-c3ccco3)nc2c1 | 9.2% | 0.5% | 35.9% | 2.5% | 5.5%
Cc1ccc(OCC(=O)c2cc(C)n(C)c2C)c([N+](=O)[O-])n1 | -3.8% | 0.2% | -7.0% | 2.8% | 28.1%
CCn1nccc1C(=O)NC1=C(C#N)CCC1 | -12.4% | 1.5% | -0.6% | -3.2% | 3.3%
CCN(CC)c1cc(-c2ccccc2)ncn1 | -3.5% | 0.3% | 6.5% | 2.8% | -6.4%
Cc1ccc(CN2CCc3c(OCC(=O)Nc4cccc(C)c4C)cccc3C2=O)cc1 | -4.7% | nt | nt | -5.8% | -7.0%
CC(=O)NC(CSc1cc(C)nc2ccc(Br)cc12)C(=O)O (stereo unspecified) | 5.8% | 0.4% | 13.3% | -6.2% | 19.8%
Nc1nc(NCCc2ccccc2)nc(NCCO)c1[N+](=O)[O-] | -0.2% | 2.3% | -49.5% | 6.6% | -0.3%

Structures from the list above with a COOH group, in the order listed:
SMILES | PhoP GFP inhibition | VEEV TC-83 Vero | influenza NS1A | M. tuberculosis HTS | M. tuberculosis | others
O=C(O)c1ccc(NCc2ccc3c(c2)OCO3)cc1 | 4.1% | 0.2% | -2.6% | 1.8% | 15.0%
Cc1[nH]ccc(=O)c1OCC(=O)O | 3.4% | 0.5% | -2.6% | -6.0% | nt
O=C(O)c1ccccc1C(=O)Nc1ccc(-n2nc(C(F)(F)F)cc2C(F)(F)F)cc1 | -27.4% | i | nt | 7.2% | -6.0%
CC(=O)NC(CSc1cc(C)nc2ccc(Br)cc12)C(=O)O (stereo unspecified) | 5.8% | 0.4% | 13.3% | -6.2% | 19.8%

Next compounds follow:
SMILES | PhoP GFP inhibition | VEEV TC-83 Vero | influenza NS1A | M. tuberculosis HTS | M. tuberculosis | others
CCOc1ccc(NC(=S)N2CCCC2)cc1 | -8.5% | i | -2.4% | -7.9% | -3.5%
Clc1ccc(SCCOCCN2CCc3ccccc3C2)cc1 | 12.3% | i | 6.0% | 8.1% | i
CCOC(=O)CCCCNCc1ccccc1 | 2.5% | 2.4% | -3.1% | -8.9% | -15.3% | VEEV TC-83 Vero 10K pilot screen=0.8
COc1ccc(C(=O)Cn2c(=N)n(C)c3ccccc32)cc1 | 2.2% | 1.3% | 2.9% | 0.6% | -5.1%
CCOC(=O)C(NC(C)=O)(Nc1cccc(F)c1)C(F)(F)F (stereo unspecified) | 26.1% | 0.9% | 1.4% | -7.5% | -10.4%
Cn1cccc1Cc1nnc(SCC(=O)NCc2ccc3c(c2)OCO3)n1CCc1ccccc1 | 7.3% | 3.7% | 9.7% | 3.0% | 10.0%
N#Cc1ccc(-c2cccnc2)nc1SCc1ccc(Cl)cc1Cl | -8.1% | 0.8% | -6.6% | 2.7% | 8.8%
CC(C)(C)n1cnc2cc(NC(=O)c3ccco3)ccc21 | -2.0% | 4.2% | 10.0% | 3.8% | -2.3%
CC(=O)c1cccc(NC(=O)C2=CC(c3ccc4c(c3)OCO4)=NS(=O)(=O)N2C)c1 | 6.1% | 4.1% | 3.9% | -0.4% | 7.2%
COc1cccc(CNS(=O)(=O)/C=C/c2ccc(OC)c(OC)c2)c1 | 3.1% | 0.5% | 4.4% | -2.0% | 12.1%
Cc1c(C)c([N+](=O)[O-])c(C)c(C)c1N | nt | 1.4% | 1.1% | nt | nt
O=C(N/N=C/c1ccccn1)c1sc2ccccc2c1Cl | 6.6% | 1.1% | 8.0% | ? | ?
COc1ccc(NC(=O)Cn2nnc(C(=O)NCc3ccco3)c2N)c(OC)c1 | -17.4% | 2.3% | -0.3% | 1.3% | 0.0%
COC(=O)c1ccc(COc2ccccc2/C=C/C(=O)c2ccc(OCC(=O)O)cc2)cc1 | 5.0% | 2.7% | 6.6% | -0.2% | 35.2%
CSc1ccc(/C=N/N2CCN(Cc3ccc(Cl)cc3)CC2)cc1 | 10.1% | 0.4% | -16.4% | -4.0% | 14.1%
CCOC(=O)C1CCN(c2nc3ccccc3nc2C(C#N)C(=O)OCCOC)CC1 (stereo unspecified) | 3.2% | 7.6% | 5.4% | -2.7% | 19.4%
CCCc1nc2ccc(NC(=O)NCCC(=O)OCC)cc2c(=O)n1Cc1ccc(Cl)cc1 | 5.2% | 4.0% | 11.9% | -4.9% | 11.4% | VEEV TC-83 Vero 10K pilot screen=1.7
